UBC13 inh = human UBC13 polyubiquitination inhibition. P61088. inhibition, % at 20 µM. 330,000 tested, 0.47% active. AID 485273. UBC13 polyubiquitin chain formation, TR-FRET; in the data active means inhibition above about 45%, passing the limit was not always enough
SENP7 block = inhibitors of human SENP7 protease; Q9BQF6; recombinant SENP7, Z-RLRGG-aminoluciferin luminescence, 40 min; inhibition, % at 5 µM; 330,000 tested, 1.5% active;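 active means inhibition above about 50% at the single test dose, limit read from the data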;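 further: plate controls were DMSO with enzyme for no effect and no enzyme buffer wells for full effect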
Gli-Sufu block = Gli-Sufu pathway antagonism | Sufu-KO-LIGHT fibroblasts, Gli luciferase reporter luminescence | inhibition, % at 5 µM | 340,000 tested, 0.74% active | AID 588413;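 active means inhibition above about 55%, limit read from the data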;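 further: 0% = DMSO-treated cells and 100% = wells with medium but no cells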
697 NFkB inh = lowers PMA/ionomycin-induced NF-kB signal in 697 B cells | 697 B-cell NF-kB luciferase reporter, 16 h | inhibition, % at 4 µM | 330,000 tested, 0.33% active | AID 435022; in the data active means inhibition above about 35%
SENP8 inh = blocks the human protease SENP8. AID 2540. 330,000 tested, 1.2% active. purified SENP8, Z-RLRGG-aminoluciferin cleavage, luminescence. Q96LD8. inhibition, % at 10 µM
Target sequence (Q96LD8 whole entry, looked up): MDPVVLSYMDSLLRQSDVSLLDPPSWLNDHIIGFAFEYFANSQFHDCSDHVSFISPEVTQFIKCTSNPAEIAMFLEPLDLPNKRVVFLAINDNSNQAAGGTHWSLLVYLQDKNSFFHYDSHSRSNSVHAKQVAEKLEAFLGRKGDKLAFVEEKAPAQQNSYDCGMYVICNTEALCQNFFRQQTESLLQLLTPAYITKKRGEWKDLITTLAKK
Apaf-1 inh = blocks human Apaf-1 apoptosome activity | 330,000 tested, 0.71% active | O14727 | reconstituted apoptosome caspase-3 activity, DEVD-Rh110 fluorescence | inhibition, % at 20 µM; active means inhibition of at least 40% at 20 µM;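 further: plate controls were DMSO wells for no effect and DEVD-CHO caspase inhibitor wells for full effect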
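Medium: Hepes buffer, pH 7.5 / System: biochemical Apaf-1 apoptosome reconstitution / Measured by: Rh110 fluorescence, excitation 480 nm, emission 540 nm / Times: compound with Apaf-1, dATP, procaspase-3 30 min, then 50 min reaction, room temperature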
Jurkat NFkB inh = inhibitors of the PMA/ionomycin-induced NF-kB reporter in Jurkat cells. PMA/ionomycin-induced NF-kB luciferase reporter, luminescence. inhibition, % at 4 µM. 330,000 tested, 0.53% active. AID 435003
HKDC1 inhibitor = inhibitors of human hexokinase HKDC1. Q2TB90. recombinant HKDC1, G6PDH/diaphorase resazurin coupled fluorescence. inhibition, % at 20 µM. 340,000 tested, 0.16% active. AID 493160;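 active means inhibition above about 35% when tested at 20 µM, limit read from the data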;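 further: plate controls were DMSO wells with enzyme for no effect and DMSO wells lacking enzyme for full effect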
Target sequence (Q2TB90 whole entry, looked up): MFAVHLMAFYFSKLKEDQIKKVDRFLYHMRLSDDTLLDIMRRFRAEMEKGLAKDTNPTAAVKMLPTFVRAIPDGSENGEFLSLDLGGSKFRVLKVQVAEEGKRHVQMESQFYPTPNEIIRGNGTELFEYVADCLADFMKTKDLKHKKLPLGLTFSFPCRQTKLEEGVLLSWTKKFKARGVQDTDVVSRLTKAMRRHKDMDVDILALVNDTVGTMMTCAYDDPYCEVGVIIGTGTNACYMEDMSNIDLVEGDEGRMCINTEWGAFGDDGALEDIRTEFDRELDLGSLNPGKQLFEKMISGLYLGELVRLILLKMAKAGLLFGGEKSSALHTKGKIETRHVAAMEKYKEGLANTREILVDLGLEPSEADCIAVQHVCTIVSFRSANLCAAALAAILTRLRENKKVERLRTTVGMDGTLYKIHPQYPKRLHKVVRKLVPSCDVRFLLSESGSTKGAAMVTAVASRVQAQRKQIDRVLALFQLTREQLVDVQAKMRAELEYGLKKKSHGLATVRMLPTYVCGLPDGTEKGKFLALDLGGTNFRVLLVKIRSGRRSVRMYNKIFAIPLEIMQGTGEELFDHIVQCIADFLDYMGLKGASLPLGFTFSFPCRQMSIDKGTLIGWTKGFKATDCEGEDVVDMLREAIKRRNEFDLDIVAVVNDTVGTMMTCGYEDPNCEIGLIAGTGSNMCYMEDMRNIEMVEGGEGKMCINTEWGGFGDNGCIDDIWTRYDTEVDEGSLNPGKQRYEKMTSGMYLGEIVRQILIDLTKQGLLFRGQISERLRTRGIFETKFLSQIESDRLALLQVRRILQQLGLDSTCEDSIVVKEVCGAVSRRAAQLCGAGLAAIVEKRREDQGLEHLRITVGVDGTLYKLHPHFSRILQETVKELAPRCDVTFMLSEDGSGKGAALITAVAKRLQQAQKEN
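Test system: recombinant HKDC1 (HK5) hexokinase enzyme, produced in-house; Amount: enzyme 5 µg/mL final; Buffer or medium: Tris pH 8.0 buffer with MgCl2, Tween-20, BSA, BME; Reagent: glucose and ATP substrates; Doses: 20 µM test compound, 1% DMSO; Incubation: 90 min reaction incubation at room temperature, dark; Detection: resorufin fluorescence at 613 nm.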
* = called active by the depositor; x = not tested or not shown. Unless noted, no stated cut-off is given here; in the data, active means inhibition above about 50%; inactive means the rest.

nr	compound	UBC13 inh	SENP7 block	Gli-Sufu block	697 NFkB inh	SENP8 inh	Apaf-1 inh	Jurkat NFkB inh	HKDC1 inhibitor
1	COc1cccc(CNC(=O)CSc2nnc3c(n2)[nH]c2ccc(OC)cc23)c1	-15	-4	-4	6	-8	16	13	-4
2	COc1ccc(NC(=O)/C=C/c2cccc(Br)c2)cn1	-3	-5	-78	3	1	14	-58	6
3	COCCn1nnnc1C(c1cccs1)N1CCN(c2cccc(C(F)(F)F)c2)CC1 (centres undefined)	6	-3	9	-25	-2	17	-1	5
4	Cc1ccc(C(=O)Nc2cccc(N(C)S(C)(=O)=O)c2)cc1S(=O)(=O)Nc1ccccc1	2	5	-20	-7	1	7	-1	2
5	COc1ccc(C(CC(=O)O)N2Cc3ccccc3C2=O)cc1 (centres undefined)	4	-2	34	10	-2	-1	2	-2
6	CCCCOc1ccc(/C(O)=C2/C(=O)C(=O)N(CCCOC)C2c2ccncc2)cc1C (centres undefined)	-3	4	-6	12	3	0	2	-2
7	CCOc1ccc(CC(=O)NNC(=S)NC2CCCCC2)cc1OCC	-1	1	22	-9	-1	5	9	1
8	O=C(Nc1nnc(-c2ccccc2F)s1)C1CCN(S(=O)(=O)c2ccc(Cl)cc2)CC1	-8	-8	14	-7	-4	9	-15	1
9	CNC(=S)NNc1nncc2ccccc12	-6	5	7	5	10	0	-6	8
10	Cc1ccccc1NC(=O)C1C2CC/C=C\CCC21 (centres undefined)	0	-1	-2	-1	2	8	-2	10

3 compounds already listed, sorted by molecular weight, high to low:
nr	compound	UBC13 inh	SENP7 block	Gli-Sufu block	697 NFkB inh	SENP8 inh	Apaf-1 inh	Jurkat NFkB inh	HKDC1 inhibitor
8	O=C(Nc1nnc(-c2ccccc2F)s1)C1CCN(S(=O)(=O)c2ccc(Cl)cc2)CC1	-8	-8	14	-7	-4	9	-15	1
4	Cc1ccc(C(=O)Nc2cccc(N(C)S(C)(=O)=O)c2)cc1S(=O)(=O)Nc1ccccc1	2	5	-20	-7	1	7	-1	2
5	COc1ccc(C(CC(=O)O)N2Cc3ccccc3C2=O)cc1 (centres undefined)	4	-2	34	10	-2	-1	2	-2

(further entries)
nr	compound	UBC13 inh	SENP7 block	Gli-Sufu block	697 NFkB inh	SENP8 inh	Apaf-1 inh	Jurkat NFkB inh	HKDC1 inhibitor
11	COc1ccccc1C(=O)NCCCNC(=O)c1cccnc1	-7	-6	19	-15	-3	-1	2	-3
12	CN(C)c1ccc(/C=N\NC(=O)c2ccc(Cn3cc(Cl)cn3)cc2)cc1	6	11	-5	-3	-5	-5	11	-6
13	O=C(Cn1ncc2c3ccccc3n(Cc3ccccc3)c2c1=O)NCc1ccco1	1	11	-4	13	-1	-2	10	1
14	CCN(CCn1cccn1)C(=O)c1ccc2nc(Cc3ccc(OC)cc3)oc2c1	-2	-1	-3	-15	-4	12	-3	-7
15	COc1ccc(C(=O)OCC(=O)NC23CC4CC(CC(C4)C2)C3)c(OC)c1OC	7	7	1	-19	3	3	9	0
16	O=C(NNC(=O)C1CC2CCC1C2)c1ccccc1 (centres undefined)	0	6	-13	-60	1	7	24	7
17	O=S(=O)(C(=CNc1ccccc1)S(=O)(=O)c1ccccc1)c1ccccc1	1	-3	-9	-3	-1	-14	12	-13
18	O=C1c2ccccc2C(=O)c2c1cccc2N1CCN(CCO)CC1	-260	2	4	1	-2	-7	-9	7
19	Cc1ccc(CN2CCN(/N=C/C(Br)=C\c3ccccc3)CC2)cc1	-8	3	-5	20	10	6	12	0
20	NS(=O)(=O)c1cccc(C(=O)OCC(=O)NC2CCCc3ccccc32)c1 (centres undefined)	-4	-3	-1	7	-3	5	1	2
21	Cc1cccc(-c2cc(C(=O)NCc3ccccn3)c3ccccc3n2)c1	7	0	-10	-1	2	0	4	-9
22	CCOC(=O)C1=C(CS(=O)(=O)c2ccccc2)NC(=O)NC1c1ccccc1OCC (centres undefined)	4	4	3	20	-2	7	-2	-6
23	N#CC1(NC(=O)CN2c3cccc4cccc(c34)S2(=O)=O)CCCCC1	1	-2	34	5	7	13	12	2
24	N#C/C(=C\c1c[nH]c2ccccc12)C(=O)NC1CCCC1	-2	3	x	-24	-7	13	-42	9
25	Cc1cccc(OCC(=O)Nc2ccc(N3CCN(C(=O)c4ccco4)CC3)cc2)c1C	-4	-4	1	-15	-6	19	-5	1
26	COc1ccc(/C=C(/NC(=O)c2ccccc2)C(=O)N/N=C/c2ccncc2)c(OC)c1	-5	6	2	10	5	-14	10	2
27	Cc1cccc(-c2nc(CN3CCCC(C(=O)NC4CCCCCC4)C3)c(C)o2)c1 (centres undefined)	13	4	0	2	1	24	3	11
28	NS(=O)(=O)c1ccc(CCNC(=O)c2ccc3nc4ccc(Cl)cc4c(=O)n3c2)cc1	28	1	-11	-1	-3	0	20	-3
29	OCCCN=C1CCCc2c1[nH]c1ccc(Cl)cc21	12	1	2	-5	-3	2	2	-3
30	Cc1ccc(C(=O)COC(=O)CNC(=O)Cc2ccccc2)cc1[N+](=O)[O-]	3	-5	0	18	3	-2	4	-7

Of the compounds above, these contain an NH in an aromatic ring.
nr	compound	UBC13 inh	SENP7 block	Gli-Sufu block	697 NFkB inh	SENP8 inh	Apaf-1 inh	Jurkat NFkB inh	HKDC1 inhibitor
1	COc1cccc(CNC(=O)CSc2nnc3c(n2)[nH]c2ccc(OC)cc23)c1	-15	-4	-4	6	-8	16	13	-4
24	N#C/C(=C\c1c[nH]c2ccccc12)C(=O)NC1CCCC1	-2	3	x	-24	-7	13	-42	9
29	OCCCN=C1CCCc2c1[nH]c1ccc(Cl)cc21	12	1	2	-5	-3	2	2	-3

Further compounds
nr	compound	UBC13 inh	SENP7 block	Gli-Sufu block	697 NFkB inh	SENP8 inh	Apaf-1 inh	Jurkat NFkB inh	HKDC1 inhibitor
31	Brc1ccccc1OCCCN1CCOCC1	-7	-8	-9	-17	-5	6	-14	-7
32	Cc1ccc(S(=O)(=O)Nc2cc3c4c(c2)CC(=O)N4CCC3)cc1	5	5	0	21	-11	8	-1	2
33	c1c2c(cc3sc(N4CCCCC4)nc13)OCCO2	6	98*	67*	-59	97*	5	-9	-3
34	COc1ccccc1N1CC(C(=O)Nc2nnc(SCC(=O)NC(C)C)s2)CC1=O (centres undefined)	-5	10	5	-11	-7	5	-13	1
35	COc1ccc(CCNC(=O)COC(=O)c2ccc(OC)cc2OC)cc1	2	-1	-4	11	7	5	2	-8
36	C#CCNc1c2c(nc3ncnn13)CC(C)CC2 (centres undefined)	12	3	2	14	2	-17	2	-3
37	C=C(C)CN(CC)C(=O)CC1C(=O)NCCN1C (centres undefined)	3	-4	-3	11	-4	-3	-8	-10
38	O=S(=O)(c1ccc(-c2ccon2)s1)N1CCN(CCN2CCOCC2)CC1	-4	-3	-1	-17	-7	-3	1	-3
39	O=C1NC(=Nc2ccccc2)S/C1=C\c1cccs1	1	43	-19	-37	59*	2	-6	0
40	O=C(Nc1ccnc(-c2ccncc2)n1)c1cccs1	-6	-9	-4	-7	-4	9	3	-9
41	O=S(=O)(Cc1ccccc1)c1nc2ccccc2n1Cc1ccccn1	1	8	-5	9	-5	1	0	-9
42	CCCCCCCN1CCC(=O)N([C@H](CO)Cc2ccccc2)CC1	-5	-6	14	0	-8	6	17	-3
43	CCOC(=O)C1=C(CC)Nc2ccccc2N=C1NC(=O)c1ccc(C)c(S(=O)(=O)N2CCOCC2)c1	-5	1	7	5	5	-3	2	0
44	CNC(=O)c1ccccc1NC(=O)c1ccco1	8	1	-4	14	2	-6	12	-10
45	COc1ccc(/C=C/C(=O)C2CC2)cc1COc1c(C)cccc1C	-3	1	-1	-35	1	19	-8	-6
46	Cn1c(=O)oc2cc(S(=O)(=O)NCC3CCCO3)ccc21 (centres undefined)	-4	13	1	23	12	6	3	-1
47	COC(=O)c1ccc2c(=O)n(CCN3CCOCC3)c(SCC(=O)Nc3ccc(OC)cc3OC)nc2c1	10	1	-4	3	4	5	13	-5
48	CCN(CC)S(=O)(=O)c1ccc(C)c(NC(=O)COc2ccc3c(C)cc(=O)oc3c2)c1	16	3	22	29	6	10	19	-12
49	COc1ccc(/C(C)=C2/SC(=S)N(CCC(=O)O)C2=O)cc1	4	-1	-19	22	3	4	-1	-5
50	O=C(CCCc1ccccc1)Nc1ccc2c(c1)OCCO2	7	3	-41	-20	5	-1	-96	-6
51	COc1ccc(-c2cc(C(=O)N3CCN(c4ccccc4)CC3)no2)cc1OC	-1	5	2	2	-2	21	2	-3
52	Cc1[nH]n2cnnc2c(=O)c1Br	21	16	-2	4	-10	-18	15	-2
53	COc1c([N+](=O)[O-])c(=O)n(-c2ccccc2)c2ccccc12	2	10	4	2	-3	6	5	0
54	COc1ccc(/C=C/C(=O)c2ccccc2)cc1COc1ccc(F)cc1	-4	12	-10	16	-7	5	6	1
55	CN(c1ccccc1)S(=O)(=O)c1ccccc1Br	-4	-8	-15	-16	-2	11	-30	2
56	Cn1c(CN2CCOCC2)nc2cc(NC(=O)COc3ccc([N+](=O)[O-])cc3)ccc21	17	-1	0	6	2	-18	20	-1
57	O=C(O)CCCC(=O)Nc1cccc2cccnc12	-8	8	4	-1	3	15	2	4
58	COc1cccc(NC(=O)c2oc3ccccc3c2NC(=O)C2CC2)c1	9	5	2	-20	7	-1	-10	16
59	O=C(Nn1c(SCc2ccc(F)cc2)nc2ccsc2c1=O)c1ccccc1	-13	-13	-18	-32	-7	15	-4	13
60	C/C(CC(=O)Nc1ccc2c(c1)OCCO2)=N\NC(=O)Cc1ccc(Cl)cc1	17	9	-8	16	0	0	-7	0
61	CCN(Cc1cc(=O)n2ccsc2n1)Cc1nc2ccccc2c(=O)[nH]1	0	-3	5	8	-2	-1	-7	-7
62	CCCCNC(=O)c1cccnc1SCC(=O)Nc1ccccc1OC	6	1	1	-26	1	-10	-2	-9
63	O=[N+]([O-])c1ccc(Cl)c(NC(=S)N2CCCC2)c1	-7	5	-16	-33	-6	7	-34	-1
64	CCn1c(SCC(=O)NC2=NCCS2)nnc1C(C)NC(=O)c1ccccc1Br (centres undefined)	0	-7	-11	8	0	1	-7	2
65	O=C(CCn1ccc([N+](=O)[O-])n1)Nc1nccs1	-3	0	2	21	-4	-2	-5	-14
66	CCN(CC)S(=O)(=O)c1ccc(OC)c(-n2cnnn2)c1	2	6	-6	17	2	9	0	3
67	COc1ccc2cc(C(=O)NCc3ccccc3)c(=O)oc2c1	17	-14	1	-15	-16	2	-6	-2
68	COc1ccccc1C(=O)N1CCN(CCNC(=O)C(=O)Nc2ccc(Br)c(C)c2)CC1	0	-1	29	-21	-5	6	6	0
69	Cc1ccc(C(=O)OCC(=O)NCc2cccs2)c(C)c1	4	4	-3	16	-4	8	-11	-7
70	Cc1cc(=O)[nH]c(SCC(=O)NCC2CCCCC2)c1C#N	-6	11	7	31	0	4	-7	-4
71	CC(C)c1ccc(NC(=O)NC2CC3CCC(C2)N3Cc2cccs2)cc1 (centres undefined)	27	2	27	7	0	-1	-1	-10
72	COc1ccc2c(c1OC)C(=O)N(c1cccc(C)c1)C2	5	59*	-74	-143	33	2	-104	0
73	Cc1cc(NC(=O)Nc2cccc(C(F)(F)F)c2)n(C)n1	9	-3	-6	9	3	3	-5	-8
74	COc1cc(CN2CCN(Cc3ccc(SC)cc3)CC2)cc(OC)c1O	8	-10	26	4	1	-3	13	-4
75	COc1cccc(C2CC(=O)NC(SC)=C2C#N)c1 (centres undefined)	-2	-7	3	6	-10	3	10	11
76	O=C(CSCc1cc(=O)n2ccsc2n1)Nc1ccccc1	0	1	-5	1	5	-3	7	-2
77	Cc1ccc(-c2nnc(N3CCOCC3)c3ccccc23)cc1S(N)(=O)=O	-6	-4	6	-4	-7	12	-6	0
78	CC(C)(C)n1[nH]c2c3c(ccc2c1=O)C(=O)c1ccccc1C3=O	-86	12	-2	-26	11	5	2	42*
79	COCC(=O)N1CCC(Oc2ccc(C(=O)NCCCn3cccn3)cc2)CC1	-7	9	53	2	7	4	-13	1
80	CCOC(=O)CN1CC23C=CC(O2)C(C(=O)O)C3C1=O (centres undefined)	6	0	1	13	-8	7	-1	2
81	COC(=O)C1=C(C)N=c2s/c(=C3\C(=O)Nc4ccccc43)c(=O)n2C1c1ccccc1 (centres undefined)	-128	8	x	-6	-3	33	-17	x

Random draw from the library, and some 3.6% of all compounds hit somewhere here.
